Screening results: PubChem BioAssay, National Center for Advancing Translational Sciences (NCATS)
TGFb inhibitor = inhibitors of TGF-b signaling; HepG2 CAGA-GFP TGF-b/SMAD3 reporter, GFP fluorescence, 18 h; TGF-beta stimulated, 500 pg/mL final; Potency, µM (top dose mostly 46.1 µM), for inactives: top-dose activity, negative = inhibition, usual class: inhibitors; 1.2% of 410,000 active; further: potency means the concentration at half of the fitted maximal effect; on the % scale 0 is the no-effect control and ±100 the full control effect; nearly all actives have a fitted effect of over 65% in size
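TGF-beta reporter screen: HEPG2 CAGA-GFP, 1% FBS, 500 pg/mL TGF-beta final, 18 h; per-cell GFP summed per well; curves fitted and categorized by class.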
S2 tox = viability counter-screen for ATXN expression inhibitors; S2 cells (HEK-293 line with an ATXN2-luciferase reporter) viability, CellTiter-Fluor protease fluorescence, 24 h; Potency, µM (series often up to 56.7 µM), usual class: cytotoxic; 0.49% of 400,000 active; further: potency means the concentration at half of the fitted maximal effect; nearly all actives have a fitted effect of over 40% in size
ATXN2 expr inh = ATXN2 expression inhibition; HEK-293 ATXN2-luciferase reporter, luminescence, 24 h; Potency, µM (titrated, usually from 57 µM), for the others: top-dose activity change, negative = inhibition, hits mostly inhibitors; 0.72% of 360,000 active; AID 1745845; further: potency means the concentration at half of the fitted maximal effect; on the % scale 0 is the no-effect control and ±100 the full control effect; nearly all actives have a fitted effect of over 55% in size
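ATXN2-luciferase reporter cells (luciferase flanked by upstream and downstream ATXN2 gene portions) were treated 24 h at 37 °C with compounds at up to 57 uM. SteadyGlo luminescence gave expression; GF-AFC fluorescence gave viability.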
IL-1B inflam inh = inflammasome signaling inhibition, IL-1 beta readout; 4.7% of 360,000 active; THP-1 LPS/ATP IL-1B secretion, AlphaLISA, 16 h; hits give low values; activity change, % at 57.5 µM; in the data active means activity change below about -50%; inconclusive means mostly about -30% to -49%; further: on the % scale 0 is the no-effect control and ±100 the full control effect
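THP-1 cells pretreated 1 hr with compounds (up to 57.5 uM final), then stimulated with LPS (250 ng/mL final) plus ATP (1.25 mM final); secreted IL-1B measured by AlphaLISA after 16 hr, decreased signal indicating inhibition.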
Nrf2 inh = inhibitors of Nrf2 signaling; A549 ARE-Fluc reporter, luciferase luminescence, 18-24 h; Potency, µM (titrated, usually from 46 µM), without a hit: top-dose activity change, negative = inhibition, most hits filed as inhibitors; 2.1% of 360,000 active; further: potency means the concentration at half of the fitted maximal effect; on the % scale 0 is the no-effect control and ±100 the full control effect; nearly all actives have a fitted effect of over 60% in size
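Cells were seeded and rested 2 h, then exposed to compounds for 18-24 h. CellTiter-Fluor was read first as a viability measure. BugLite was added 15 min before the final luminescent read of ARE-luciferase activity in A549 cells.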
MCF10A rereplic = inducers of DNA re-replication in MCF 10A breast cells. 2.9% of 350,000 active. MCF 10A DNA re-replication, Hoechst nuclear intensity, 48 h. Potency, µM (top dose mostly 46.1 µM), for the others: top-dose activity, positive = re-replication, hits mostly activators; further: potency means the concentration at half of the fitted maximal effect; % of control where 0% means no effect; nearly all actives have a fitted effect of over 50% in size
Nrf2 ARE act = activators of Nrf2 (ARE) signaling. Potency, µM (series often up to 46.1 µM), for the others: top-dose activation, usual class: activators. 0.31% of 410,000 active. AREc32 ARE-luciferase reporter (MCF7-derived line), luminescence, 24 h. AID 624171; further: potency means the concentration at half of the fitted maximal effect; % of control where 0% means no effect; nearly all actives have a fitted effect of over 65% in size
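ARE-driven firefly luciferase activity in AREc32 cells measured after a 24 hr compound exposure at 37 deg C, using Steady-Glo reagent and a 30 min room-temperature hold.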
HepG2 viability = kills HepG2 cells in TGF-b inhibitor counter-screen | Potency, µM (doses to about 46.1 µM), without a hit: at the top dose activity change, negative = cytotoxicity, actives largely listed as cytotoxic | HepG2 CAGA-GFP viability, ATP luminescence, 18 h | AID 588856 | 0.76% of 410,000 active; further: potency means the concentration at half of the fitted maximal effect; some results filed as inactive show a strong effect at the top dose
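CellTiter-Glo luminescence gave cytotoxicity after 18 hours at 37 degrees C. The cells were HepG2 CAGA-GFP in 1% FBS DMEM, stimulated with 500 pg/mL TGF-beta after compound addition. %Activity was normalised to no-cell wells (complete cell-killing) and DMSO (no toxicity), and curves were fitted and classified.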
A549 viability = kills or reduces viability of A549 cells in Nrf2 counter-screen. Potency, µM (highest dose often 46 µM), for the others: top-dose activity change, negative = cytotoxicity, hits mostly inhibitors. A549 ARE-Fluc cells, CellTiter-Fluor viability, 18-24 h. 0.16% of 390,000 active. AID 504648; further: potency means the concentration at half of the fitted maximal effect; on the % scale 0 is the no-effect control and ±100 the full control effect
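A549 ARE-Fluc cells in 5% FBS OPTI-MEM, 5000 cells/well, rested 2 h then exposed to compounds in concentration-response for 18-24 h at 37 °C. Viability by CellTiter-Fluor fluorescence (Ex 405/Em 525) after 30 min; luciferase luminescence (BugLite, 15 min, RT) read afterwards.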
* hit, by the source's call; i = inactive; u = inconclusive; x = not tested or not shown; [ ] = dose if it differs, or a comment. Unless noted, the call rests on the fitted dose curve; in most records, active means well fitted curve in the direction sought with a large enough effect; inconclusive means small, poorly fitted or top-dose-only effect, or another doubt; inactive means no such curve, though single readings can be large; an effect the other way counts as inactive or inconclusive.

SMILES	TGFb inhibitor	S2 tox	ATXN2 expr inh	IL-1B inflam inh	Nrf2 inh	MCF10A rereplic	Nrf2 ARE act	HepG2 viability	A549 viability
COc1ccc2nc(COC(=O)c3cccc([N+](=O)[O-])c3)c(C(C)=O)[n+]([O-])c2c1	-5%	i	x	0	15%	-4%	-0.6%	-11%	6%
CC(C)CCn1nnnc1CN1CCN(c2ccccc2)CC1	-1%	i	-19%	1	0%	2%	-0.1%	-8%	0%
O=C(NC1CCCC1)c1ccc(CSCc2ccccc2F)o1	1%	i	39%[activator]	-10	x	17%	0.3%	-14%	1%
CCCS(=O)(=O)N1CCCC(C(=O)NCc2cccnc2)C1 (stereo not given)	5%	i	-5%	42	u	1%	-0.6%	1%	2%
CC(NC(=O)CS(=O)(=O)c1ccccc1)c1ccccc1 (stereo not given)	1%	i	3%	11	13%	-7%	0.1%	4%	-5%
N/C(=N\OC(=O)c1ccccc1Cl)c1ccncc1	-8%	i	65%[activator]	29	u	0%	8.9µM*	7%	-1%
Cc1ccccc1C(=O)Nc1nnc(S(=O)(=O)N(C)Cc2ccco2)s1	12%	i	7%	23	3%	8%	1.8%	7%	1%
CN(C)c1nc(N)nc2c1ncn2C1OC(CO)CC1O (stereo not given)	6%	i	11%	-28	x	x	-0.6%	0%	x
Cc1ccc(NC(=S)N2CCCC(c3ccccc3)=N2)cc1	8%	i	0%	-20	2%	7%	0.3%	1%	-9%
CCc1cccc(NC(=O)C2CCCN(c3cnccn3)C2)c1 (stereo not given)	6%	u	x	-15	-2%	3%	-0.1%	2%	-3%
O=C1CC(SCCc2nc3ccccc3[nH]2)C(=O)N1c1ccc(F)cc1 (stereo not given)	-3%	i	-3%	10	-11%	3%	-0.5%	-13%	2%
Cc1ccccc1CNC(=O)c1c(C)oc2c1C1=NCCN1C=N2	3%	i	1%	x	u	x	0.0%	-4%	4%
COC(=O)c1cc(NC(=O)COC(=O)CCc2nc3ccccc3c(=O)[nH]2)cc(C(=O)OC)c1	-8%	i	-15%	-3	-4%	4%	-0.3%	1%	1%
Cc1cc2nc(-c3ccccc3)c(Cc3ccccc3)n2c(C)c1Br	u	i	5%	-4	x	x	u	-38%	x
Cc1ccc(NC(=O)CSc2nc3ccccc3c(=O)n2CCCC(=O)NCCCN2CCOCC2)cc1C	-1%	i	-19%	-86*	-30%	11%	0.2%	36%	-6%
CN1CCNC(=O)C1CC(=O)NCCC1=CCCCC1 (stereo not given)	0%	i	2%	0	-11%	12%	0.3%	-3%	2%
COc1ccc(NC(=O)CC23CC4CC(C2)CC(n2nnc(C)n2)(C4)C3)cc1	0%	i	-6%	44	u	12%	-0.5%	6%	2%
CN(C)c1ncnc2c1ncn2[C@H]1CN(Cc2ccncc2)C[C@@H](CO)O1	-7%	i	-4%	28	x	x	2.8%	-18%	x
O=C(O)C(=Cc1ccnc2ccccc12)C(=O)O	-11%	i	x	-11	x	x	21%	-47%	x
CSC(=Nc1ccc(Cl)cc1)N[n+]1ccccc1	6%	i	-10%	-15	-10%	-8%	0.1%	4%	-5%
Clc1ccc(Nc2c(-c3ccccc3Cl)nc3ccc(Cl)cn23)cc1	3%	i	2%	x	-100%	x	3.2%	-21%	u
NS(=O)(=O)c1ccc(NC(=S)NCc2ccc(Cl)cc2)cc1	37%	i	-14%	5	-6%	0%	3.1%	-8%	2%
CCOCC(=O)Nc1nnc(C)s1	-3%	i	-6%	21	-18%	0%	0.1%	2%	-3%
Cc1ccc(NC(=O)CN2CCN(Cc3ccccc3)CC2)c(Br)c1	u	i	-3%	u	23%	u	3.1%	-35%	2%
O=C(CCS(=O)(=O)c1nc(-c2cccs2)cc(C(F)(F)F)n1)Nc1cccc(O)c1	u	x	x	x	4%[9.27 µM]	x	-5.9%	-93%	2%

Quoted from the listing:
`Cc1ccccc1C(=O)Nc1nnc(S(=O)(=O)N(C)Cc2ccco2)s1` @ ATXN2 expr inh: 7%
`CCOCC(=O)Nc1nnc(C)s1` @ ATXN2 expr inh: -6%

Given with values under each structure: entries from further up.
Order of values: TGFb inhibitor | S2 tox | ATXN2 expr inh | IL-1B inflam inh | Nrf2 inh | MCF10A rereplic | Nrf2 ARE act | HepG2 viability | A549 viability
- Cc1ccccc1C(=O)Nc1nnc(S(=O)(=O)N(C)Cc2ccco2)s1
 : 12% | i | 7% | 23 | 3% | 8% | 1.8% | 7% | 1%
- O=C1CC(SCCc2nc3ccccc3[nH]2)C(=O)N1c1ccc(F)cc1 (stereo not given)
 : -3% | i | -3% | 10 | -11% | 3% | -0.5% | -13% | 2%

Going on with the list:
SMILES	TGFb inhibitor	S2 tox	ATXN2 expr inh	IL-1B inflam inh	Nrf2 inh	MCF10A rereplic	Nrf2 ARE act	HepG2 viability	A549 viability
COc1ccccc1NC(=O)C(=O)N/N=C(\C)CC(=O)Nc1ccccc1C(F)(F)F	-3%	i	-1%	15	-2%	2%	5.8%	-9%	0%
O=C(CN1C(=O)NC2(CCCC2)C1=O)N1CCN(S(=O)(=O)c2ccc(Cl)c(C(F)(F)F)c2)CC1	12%	i	-5%	-3	2%	6%	0.5%	0%	0%
CCOC(=O)c1cnc2ccc(OCC)cc2c1NCCc1ccc(OC)c(OC)c1	13µM*	x	x	x	3.7µM*	x	-2.0%	-48%	-17%
Cc1ccc(-n2ncc(Cl)c2C(=O)NC2CC2)cc1	22%	i	58%[activator]	23	u	-12%	5.4%[9.22 µM]	-11%	-2%
Cc1ccccc1Nc1nc(N)nc(COC(=O)c2c(C)noc2C)n1	13%	i	0%	-2	u	u	-0.2%	-5%	1%
COc1ccc(OC)c(-c2cc(C(=O)Nc3c(C)nn(Cc4ccccc4Cl)c3C)no2)c1	u	i	-20%	-28	u	15%	2.5%	-4%	-4%
COc1cc(CCN2C(=O)c3cccc4cccc(c34)C2=O)c(S(=O)(=O)NCCO)cc1OC	0%	i	-9%	x	-2%	u	5.2%	-15%	11%
Cc1ccccc1NC(=O)CSc1nc(-c2ccc(F)cc2)nc2c1Cc1ccccc1O2	11%	i	17%	x	13%	x	13%	-16%	2%
O=C(CCN1C(=O)c2ccccc2Sc2ncccc21)Nc1ccc(F)cc1	u	x	x	x	4%	x	3.7%	-20%	8%
CCOc1ccccc1N1CC(C(=O)N(C)Cc2cccnc2)CC1=O (stereo not given)	5%	i	5%	12	5%	14%	0.1%	-22%	18%
CC1CCc2cc(F)ccc2N1C(=O)C12CCC(C)(C(=O)O1)C2(C)C (stereo not given)	-5%	i	-20%	-5	-5%	-6%	0.1%	-6%	3%
COc1cc(CNc2ccc3c(c2)ncn3C(C)C)cc(OC)c1OC	1%	x	x	x	u	x	0.7%	-3%	-7%
O=C(CSc1nnc2ccc(-c3cccnc3)nn12)Nc1cccc(F)c1	-2%	i	4%	-5	9%	2%	3.9%	-1%	6%
Cc1ccc(CC(=O)N2CCC(c3nc4c(nnn4Cc4ccccc4)c(=O)[nH]3)CC2)cc1	u	i	1%	u	-8%	1%	0.5%	-32%	-9%
COc1ccc(-n2nc3c(c2NC(=O)CBr)CSC3)cc1	-11%	i	-3%	7	2%	1%	-0.9%	-1%	-2%
O=C(N/N=C/c1ccccc1C(F)(F)F)c1ccc(O)cc1	6%	i	9%	-24	u	-1%	11%	-4%	1%
c1ccc2c(c1)nc(N1CCCCC1)c1ccccc12	-46%	i	-29%	x	-15%	7%	-0.2%	-35%	5%
Cn1c(=O)c2c(SC3CCCC3)nc(C3CC3)nc2n(C)c1=O	-2%	i	7%	32	17%	13%	0.3%	-11%	11%
CCN1C(=O)/C(=C/c2cccs2)S/C1=N\S(=O)(=O)c1ccc(C)cc1	-3%	i	-11%	3	6%	15%	0.3%	-19%	5%
O=[N+]([O-])c1cccc(C=NNc2ccccc2)c1	16%	u	16%	-65*	-10%	u	21%	1%	0%
CCOCCN1CCN(C(=O)CN2CCCC2=O)CC1	9%	i	-10%	12	4%	2%	-0.1%	25%	-1%
CCOc1ccc(C2/C(=C(\O)c3ccc(OC)c(OC)c3)C(=O)C(=O)N2c2cc(C)on2)cc1OC (stereo not given)	8%	i	3%	0	-25%	2%	-0.6%	5%	-20%
COc1ccc(Nc2ncc(C(=O)Nc3ccc(F)cc3F)c3ccccc23)cc1	13µM*	u	-20%	x	-4%[9.27 µM]	x	15%	-35%	0%
O=C(NCc1ccc2c(c1)OCO2)c1ccc(S(=O)(=O)C(F)F)cc1	0%	i	1%[11.3 µM]	u	7%	1%	0.2%	-7%	2%
O=C(Nc1ccc(F)cc1Cl)C1=COCCO1	28%	i	2%	-5	2%	-6%	0.1%	-4%	8%
O=C(NCc1ccc(C(F)(F)F)cc1)c1cccc2c(-c3cccnc3)coc12	u	u	u	0	x	x	3.7%	-41%	x
CCCCCCCC(=O)Nc1cc(C(=O)NCCC)ccc1N1CCC2(CC1)CC(c1ccccc1)=NO2	2%	i	2%	8	3%	1%	-0.7%	-4%	2%
CC(C)c1cc(C(N)=O)c(NC(=O)C2CCC2)s1	-11%	i	14%	10	x	-12%	14%	-5%	5%

Sorted by the number under Nrf2 ARE act (highest first): 6 of the compounds above
| Structure | TGFb inhibitor | IL-1B inflam inh | Nrf2 ARE act |
| --- | --- | --- | --- |
| COc1cc(CCN2C(=O)c3cccc4cccc(c34)C2=O)c(S(=O)(=O)NCCO)cc1OC | 0% | x | 5.2% |
| Clc1ccc(Nc2c(-c3ccccc3Cl)nc3ccc(Cl)cn23)cc1 | 3% | x | 3.2% |
| O=C(NC1CCCC1)c1ccc(CSCc2ccccc2F)o1 | 1% | -10 | 0.3% |
| Cc1ccccc1CNC(=O)c1c(C)oc2c1C1=NCCN1C=N2 | 3% | x | 0.0% |
| CC(C)CCn1nnnc1CN1CCN(c2ccccc2)CC1 | -1% | 1 | -0.1% |
| c1ccc2c(c1)nc(N1CCCCC1)c1ccccc12 | -46% | x | -0.2% |
